Source: PubChem BioAssay (National Center for Advancing Translational Sciences (NCATS))
p53ts 32C tox – cytotoxicity in p53ts cells at permissive temperature | H1299-p53A138V at 32C, ATP luminescence viability, 24 h | Potency, µM (highest dose often 46.1 µM), for the others: at the top dose activity change, negative = cytotoxicity, most hits filed as cytotoxic | 0.93% of 130,000 active;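 also: 0% = DMSO and -100% = full killing by reference compound; nearly all actives have a fitted effect of over 55% in size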
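Viability by ATPlite luminescence after 24 h compound treatment (up to 46 uM) at the permissive 32C. Cells are H1299 carrying p53 A138V. Scale runs from DMSO basal to 100 uM tamoxifen as full kill; AC50 from Hill fits.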
IkB signaling – inhibitors of IkB signaling in ABC-DLBCL cells. AID 445. 0.04% of 110,000 active. ABC-DLBCL IkBa-CBG/CBR dual luciferase ratio, 4 h; response scale: scaled: untreated 0%, proteasome inhibitor 100%. Potency, µM (titrated, usually from 57.1 µM), for the others: top-dose IkBa stabilization activation; active = well fitted curve in the direction sought with a large enough effect in the signal ratio, not every such curve was filed as active; inconclusive = small, poorly fitted or top-dose-only effect, or a change in a side signal; the % refers to the signal ratio;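 also: the direction sought is a rising ratio; 0% = basal untreated cells and 100% = reference inhibitor full response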
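Curves were fitted separately to fusion (green), unfused (red) and ratio luminescence, then classed by r2, magnitude and activity. Cells: OCI-Ly3, 4 h compound plus doxycycline at 37C; 10 uM MG-132 defined full response.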
Imprint erasure – genomic imprint erasure induction; Potency, µM (highest dose often 60.7 µM), inactives show at the top dose activity change, positive = activation, most hits filed as activators; 0.02% of 110,000 active; mouse ES Peg3-LacZ reporter, beta-gal luminescence, 40 h; AID 1948;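 also: 0% = negative control wells on the plate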
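Readout: BetaGlo luminescence (5 min, room temp) for LacZ from the normally silent maternal Peg3 allele in female Peg3LacZ-Neo ES cells. Cells 300/well, 40 h, 37C, 5% CO2. Data normalized per plate to negative controls.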
p53ts 39C kill – kills p53ts cells at the nonpermissive temperature. H1299-p53A138V viability at 39C, ATP luminescence, 24 h. Potency, µM (titrated, usually from 46.1 µM), without a hit: top-dose activity change, negative = cell killing, most hits filed as cytotoxic. 1.5% of 130,000 active. AID 902; also: nearly all actives have a fitted effect of over 55% in size
Starred values were filed as active, the others as inactive; ? = inconclusive; · = not tested or not shown; [ ] = dose if it differs, or a comment. Unless noted, calls follow the shape of the dose curve; as a rule, active = well fitted curve in the direction sought with a large enough effect; inconclusive = small, poorly fitted or top-dose-only effect, or another doubt; inactive = no such curve, though single readings can be large; an effect the other way counts as inactive or inconclusive. Unless noted, % is scaled to controls: 0 for no effect and ±100 for the full control effect; potency is read from the fitted curve at half-maximal effect.

SMILES	p53ts 32C tox	IkB signaling	Imprint erasure	p53ts 39C kill
CCCc1cc(=O)n2[nH]cnc2n1	3%	-0.2%	5%	8%
COc1ccc(N2CCN(S(=O)(=O)c3ccc(-c4cc(C(F)(F)F)on4)s3)CC2)cc1	-5%	2.6%	-6%[10.9 µM]	6%
COCC(C)n1c(C)cc(C(=O)COC(=O)c2c(C)nn(-c3ccccc3)c2C)c1C (centres undefined)	-4%	?	-34%[inhibitor]	-13%
C=CCNC(=O)c1sc(=S)n(-c2ccc(C(=O)OCC)cc2)c1N	6%	-1.6%	-21%	1%
O=c1[nH]c(N2CCOCC2)nc2c1CCCC2	0%	1.8%	-10%	1%
COc1cccc(N2CC(NC(=O)C3CC3)CC2=O)c1 (centres undefined)	-4%	-1.1%	13%[10.9 µM]	-5%
COc1ccc(-c2nc(C#N)c(NC(C)c3ccccc3)o2)cc1OC (centres undefined)	11%	?	-14%	-11%
O=C(c1cccnc1)N1CCN(Cc2ccc3c(c2)OCO3)CC1	-2%	0.0%	3%	9%
COc1ccc(N2CCN(C(=O)C(C)n3c(=O)cc(C(F)(F)F)c4c(C)nn(C)c43)CC2)cc1 (centres undefined)	1%	?	-2%[10.9 µM]	-15%
Cc1ccc(S(=O)(=O)NC2(C(F)(F)F)NC(=O)N(C)C2=O)cc1 (centres undefined)	7%	-1.2%	-1%	20%
Cc1ccc(-n2cnnn2)cc1S(N)(=O)=O	2%	-2.2%	-15%[10.9 µM]	7%
COc1cc2ccccc2cc1C(=O)Nc1ccc2oc(-c3ccccc3)nc2c1	-5%	4.5%	-9%[10.9 µM]	-19%
Cc1nn2c(=O)cc(COC(=O)c3ccc(F)cc3)nc2s1	-9%	2.7%	22%[10.9 µM]	-11%
O=S(=O)(c1ccc(S(=O)(=O)N(Cc2ccc(F)cc2)C2CCCC2)cc1)N1CCCC1	7%	0.9%	-14%	3%
Cc1cccc(NC(=O)c2c(NC(=O)c3ccco3)sc3c2CCC(C(C)(C)C)C3)c1 (centres undefined)	3%	?	-6%[10.9 µM]	24%
CCCN1C(=O)CN(C2CCCCCC2)C(=O)C1c1ccc(OCC)c(OC)c1 (centres undefined)	12%	1.8%	-10%[10.9 µM]	-19%
CCCN(CCC)S(=O)(=O)c1ccc2c(c1)CCCN2C(C)=O	-5%	0.1%	-6%	-7%
O=C(Cc1ccccc1)N[C@H](c1ccccc1)P(=O)(O)CO	-8%	-0.1%	-4%	-2%
CCOC(=O)C1Cc2c([nH]c3ccccc23)CN1 (centres undefined)	-1%	-1.4%	-10%	0%
CN(C)S(=O)(=O)N1CCN(C(=O)N2CCCCC2)CC1	3%	0.4%	-3%	3%
Cc1nn(CC(=O)NC2CC2)c(=O)c2cc3ccccc3n12	8%	0.3%	3%[10.9 µM]	1%
[O-][N+]12CCN(CC1)c1ccccc12	0%	0.0%	2%	6%
CCOC(=O)Cn1cnc2sc3c(c2c1=O)CCC3	-2%	-0.6%	0%	14%
CCC(=O)N1c2ccccc2CC1C(=O)N1CCN(c2ccccc2)CC1 (centres undefined)	-2%	-0.4%	-11%[10.9 µM]	10%
O=C(c1c(F)cccc1F)N1CCN(c2ccccc2F)CC1	5%	-0.6%	-6%	-4%
O=c1c(-c2nc3ccccc3o2)c2oc3ccccc3n2c2ccccc12	-5%	0.7%	13%	3%
Cc1ccc(NC(=O)c2cc3c(=O)n(Cc4ccco4)ccc3nc2C)cc1C	0%	?	-7%[10.9 µM]	-12%
CCCS(=O)(=O)N1CCCC(C(=O)NCCCN(C)c2ccccc2)C1 (centres undefined)	2%	-0.5%	-6%	6%
Cc1ccc2c3c([nH]c2c1C)-c1nonc1CC3	-6%	·	·	-5%
Cc1ccc(S(=O)(=O)C(CNC(=O)Cc2ccc(Cl)cc2)c2cccs2)cc1 (centres undefined)	5%	2.1%	22%[10.9 µM]	-8%
CCOc1ccc(CNC(=O)c2cccc(NC(=O)N3CCSc4ncccc43)c2)cc1	1%	?	12%[10.9 µM]	-13%
CCCC(=O)NCc1nc2cccnc2n1Cc1ccc(F)cc1	33%[activator]	-0.2%	?	3%
COc1cccc(CNc2ncc(-c3ccc(Br)cc3)n2C)c1	?	?	-25%[10.9 µM]	-3%
COc1ccccc1CNC(=O)C1CCN(S(=O)(=O)c2c(C)noc2C)CC1	2%	-0.1%	-29%	-3%
CCOCCCn1c(=N)c(C(=O)NC2CCCC2)cc2c(=O)n3cc(C)ccc3nc21	-1%	0.6%	-15%[10.9 µM]	1%
COc1ccc(OC)c(NC(=O)CSc2nnc(CCCO)n2-c2ccccc2)c1	6%	4.2%	-15%	3%
COc1ccc(Oc2ncc3nc(-c4ccc(F)cc4)c(=O)n(Cc4cccs4)c3n2)cc1	4%	2.8%[11.4 µM]	-14%	-6%
CC(=O)N1CCN(c2ccc(S(=O)(=O)N3CCCCC3)cn2)CC1	7%	-1.9%	-13%	0%
CCOC(=O)C1=C(CS(=O)(=O)c2ccc(C(C)(C)C)cc2)NC(=O)NC1c1cccc(OC)c1 (centres undefined)	8%	?	-8%[10.9 µM]	5%
Cc1ccc(COC(=O)c2[nH]c3c(c2C)C(=O)CC(c2ccc(Cl)cc2)C3)cc1 (centres undefined)	16%	-3.8%	-18%[10.9 µM]	-2%
Cc1c(C(=O)N2CCCCC2)sc(NC(=O)c2ccco2)c1C#N	13%	·	·	-10%
CCC(=O)N1CCc2cc(S(=O)(=O)N3CCc4ccccc43)ccc21	-5%	-0.5%	4%	-1%
CCOc1ccc(NC(=O)Cn2c(=O)c(CNc3ccc(CC)cc3)cc3cc4c(cc32)OCO4)cc1	-3%	1.0%	4%[10.9 µM]	-5%
CCN(CC)C(=O)c1sc2c(c1C)c(=O)n(-c1ccccc1)c(=O)n2Cc1cc(=O)n2ccccc2n1	-5%	0.1%	-15%[10.9 µM]	1%
Cc1cccc(C(=O)n2nc(-c3cccnc3)nc2NCc2ccc(F)cc2)c1	15%	?	-9%[10.9 µM]	-2%
Cc1ccccc1Cn1c(COc2ccc(Cl)cc2)nc2ccccc21	2%	?	?	?
COc1ccc(CC(=O)Nc2cccc(-c3nnc(-c4cccc(C)c4)o3)c2)cc1OC	13µM*	?	-47%[inhibitor]	?
COc1ccc(NC(=O)N2CCCC3(CCN(C(=O)c4cc(C(F)(F)F)cc(C(F)(F)F)c4)CC3)C2)cc1	-1%	-1.0%[11.4 µM]	·	1%
CC1=CN2C(=NC(=O)CC2(C)C(=O)N(CC(=O)NC2CCCC2)c2ccccc2C)C=C1 (centres undefined)	-3%	·	·	1%
CCN(CC)C(=O)CN1C(=O)COc2ccc(S(=O)(=O)N3CCOCC3)cc21	-8%	1.1%	10%[10.9 µM]	-3%
CN(C)S(=O)(=O)c1ccc(C(=O)N2CCC(c3nc4ccccc4o3)CC2)cc1	5%	2.7%	-8%	-9%
CCOC(=O)c1cc(-c2ccccc2)n(CCCC(=O)Nc2ccc(C)cc2Cl)c1C	2%	-1.1%	-2%[10.9 µM]	-10%
Cn1c(=O)c2c(nc(SCC(=O)N3c4ccccc4CCc4ccccc43)n2C)n(C)c1=O	9%	-0.7%	·	4%
COc1ccc(CCNC(=O)c2c(Nc3ccccc3C)sc(C(=O)c3ccccc3)c2N)cc1OC	18%	?	5%[10.9 µM]	-12%
Cc1cc2nc(-c3cccc(NC(=O)c4cccc5ccccc45)c3)oc2cc1C	-10%	?	-6%[10.9 µM]	14%
N#C/C(=C/c1ccccc1Cl)c1nc2ccccc2c(=O)[nH]1	-7%	-2.3%	-10%[10.9 µM]	10%
COc1ccccc1OC(C)C(=O)O (centres undefined)	-5%	-1.1%	-2%	4%
Cc1ccc(Cn2c(Sc3nccc(C)n3)nc3c2c(=O)[nH]c(=O)n3C)cc1	-27%	-2.1%	·	-17%
Cc1c(C(=O)NC2=NCCS2)oc2ccccc12	-2%	0.6%	-11%	14%
Cc1cc(C)c(S(=O)(=O)Nc2nnc(C)s2)c(C)c1	-6%	1.5%	-6%	-5%

Already shown: entries from further up.
SMILES	p53ts 32C tox	IkB signaling	Imprint erasure	p53ts 39C kill
COc1ccc(CCNC(=O)c2c(Nc3ccccc3C)sc(C(=O)c3ccccc3)c2N)cc1OC	18%	?	5%[10.9 µM]	-12%
Cc1cc2nc(-c3cccc(NC(=O)c4cccc5ccccc45)c3)oc2cc1C	-10%	?	-6%[10.9 µM]	14%
N#C/C(=C/c1ccccc1Cl)c1nc2ccccc2c(=O)[nH]1	-7%	-2.3%	-10%[10.9 µM]	10%
COc1ccccc1OC(C)C(=O)O (centres undefined)	-5%	-1.1%	-2%	4%
Cc1ccc(Cn2c(Sc3nccc(C)n3)nc3c2c(=O)[nH]c(=O)n3C)cc1	-27%	-2.1%	·	-17%
Cc1c(C(=O)NC2=NCCS2)oc2ccccc12	-2%	0.6%	-11%	14%
Cc1cc(C)c(S(=O)(=O)Nc2nnc(C)s2)c(C)c1	-6%	1.5%	-6%	-5%

The list continues.
SMILES	p53ts 32C tox	IkB signaling	Imprint erasure	p53ts 39C kill
CCc1nnc(SCC(=O)Nc2ccc(C(C)=O)cc2)nc1CC	-6%	1.0%	-8%	-10%
CCC1C(O)=C(c2ccccn2)C(=N)N1c1ccccc1 (centres undefined)	9%	?	-6%	-3%
Cc1cc(Cl)ccc1OCC(=O)Nn1c(C)ccc1C	-4%	3.2%	-15%	3%
CC(C)C(NC(=O)c1cccc(S(=O)(=O)N2CCOCC2)c1)C(=O)NCCc1ccccn1 (centres undefined)	-7%	0.6%	-9%	10%
CCn1nc(C(=O)OCC(=O)N2CCc3ccccc32)c2ccccc2c1=O	24%	-2.0%	-9%	-4%
O=C(CSc1ncccc1-c1nc2ccccc2[nH]1)N1CCN(c2ccccc2F)CC1	-18%	?	-19%	-26%
CCCC[C@H]1C[C@@H]1[C@@H]1N(C(C)=O)[C@H](c2cccc(OC)c2)CC12CC2	13%	·	-15%	-28%
CCC(C)NC(=O)c1c(C)cc(=O)oc1C (centres undefined)	2%	-0.2%	-12%	2%
Cc1cccn2c(=O)c3cc(C#N)c(=NC(=O)c4ccncc4)n(Cc4ccco4)c3nc12	10%	·	·	-7%
CN(C(=O)c1coc(=O)c2ccccc12)c1ccc(F)cc1	2%	0.7%	3%	-8%
O=C(O)CC(c1ccccc1)n1cccc1 (centres undefined)	1%	0.7%	-10%	11%
Cc1ccccc1Nc1nn2c(=O)c3ccc(C(=O)N4CCCC(C)C4)cc3nc2s1 (centres undefined)	-1%	-0.2%	-16%[10.9 µM]	-13%
Brc1ccc(-c2nc3ccccn3c2Nc2ccc3c(c2)OCCO3)o1	?	?	-2%[10.9 µM]	-20%
COc1ccc(C)cc1Nc1c2c(nc3ccccc13)CCC2	-3%	2.8%	-19%[10.9 µM]	?
COC(=O)C/C=C1\c2ccccc2[C@H](OC)[C@H]1C	-3%[9.22 µM]	·	·	6%[9.22 µM]
O=C(CSCc1cc(=O)c2ccccc2[nH]1)Nc1cccc(C(F)(F)F)c1	-4%	2.3%	14%[10.9 µM]	-21%
COC(=O)c1cn(NC(=O)c2ccc3c(c2)OCO3)c(=O)c2ccccc12	0%	0.4%	-17%	-5%
O=C(CSc1nnc2n1CCCN2C(=S)Nc1ccc(Cl)cc1)c1ccccc1	7%	·	·	-4%
Nc1cc(C(=O)N2CCCC2)cc(C(=O)N2CCCC2)c1	-3%	0.3%	10%	1%
COc1ccc(NC(=O)C2CCC(=O)N2S(=O)(=O)c2ccc(C)cc2)c(OC)c1 (centres undefined)	1%	2.7%	2%	-1%
Cc1cc(C)c(Cn2c(=O)n(CCCC(=O)NCc3ccco3)c(=O)c3ccccc32)c(C)c1	-9%	-0.6%	-6%	-7%
O=C(C1CCC1)N1CCN(Cc2ccccc2)CC1	2%	-0.7%	0%	6%
COc1ccccc1N1CCN(CC(O)COc2ccc3c(C)cc(=O)oc3c2)CC1 (centres undefined)	-1%	-0.3%	6%	-4%
OCCNc1nc2ccc(Cl)cc2[nH]1	13%	7.2%	-34%[inhibitor]	13%

Compounds as they come (roughly 1.8% active in at least one column).
